Assay outcomes: PubChem, several laboratories
MC4R antag cAMP: antagonists of human melanocortin 4 receptor (MC4R); inhibition, % at 6.5 µM; MC4R-expressing cells, MTII-stimulated cAMP, LANCE TR-FRET; 360,000 compounds, 0.48% hits; P32245; AID 540295;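 active = inhibition above its plate's cutoff, the mean of tested wells on that plate plus 3 SD, cut at about 29% in these data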;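 note: 0% = Melanotan II alone and 100% = Melanotan II plus saturating MCL0020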
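System – human MC4R-expressing U2OS cells · Also added – Melanotan II · Dosing – one concentration, 6.5 µM nominal · Timing – 30-min compound, 1-h challenge, 1-h detection, room temperature · Measured by – Eu-cAMP/anti-cAMP TR-FRET, emission 671 nm · Replicates – singlicate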
PDI turbidity: inhibitors of human protein disulfide isomerase | PDI insulin aggregation turbidity, A650, 90 min | 350,000 compounds, 0.052% hits | AID 588391 | inhibition, % at 10 µM;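 active = mean inhibition across replicates of 30% or more, whatever share of single replicates reach that level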;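 note: absorbance from insulin aggregation driven by PDI reduction with DTT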
ABHD5 PLIN5 PPI: blocks binding of human ABHD5 to perilipin-5 | Q00G26+Q8WTS1 | Split G. princeps luciferase complementation, luminescence, 4 h | inhibition, % at 4 µM | 360,000 compounds, 0.78% hits;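 active = inhibition above the mean inhibition across every tested compound plus 3 SD, cut at about 22% in these data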;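 note: 0% = DMSO only wells and the 100% control is not disclosed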
Target sequence (Q00G26 whole entry, looked up): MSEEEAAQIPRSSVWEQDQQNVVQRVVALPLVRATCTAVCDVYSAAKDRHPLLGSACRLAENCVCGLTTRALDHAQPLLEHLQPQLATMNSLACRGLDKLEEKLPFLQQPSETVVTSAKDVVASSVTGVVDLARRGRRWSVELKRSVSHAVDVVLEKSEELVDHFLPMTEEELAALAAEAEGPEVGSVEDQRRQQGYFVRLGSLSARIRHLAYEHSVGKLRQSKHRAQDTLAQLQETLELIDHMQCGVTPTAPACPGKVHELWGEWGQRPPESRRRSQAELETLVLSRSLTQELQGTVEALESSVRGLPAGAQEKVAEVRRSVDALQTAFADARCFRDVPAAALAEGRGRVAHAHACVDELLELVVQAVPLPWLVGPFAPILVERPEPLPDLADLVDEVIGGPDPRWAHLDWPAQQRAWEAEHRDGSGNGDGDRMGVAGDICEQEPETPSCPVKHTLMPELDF
Target sequence (Q8WTS1 whole entry, looked up): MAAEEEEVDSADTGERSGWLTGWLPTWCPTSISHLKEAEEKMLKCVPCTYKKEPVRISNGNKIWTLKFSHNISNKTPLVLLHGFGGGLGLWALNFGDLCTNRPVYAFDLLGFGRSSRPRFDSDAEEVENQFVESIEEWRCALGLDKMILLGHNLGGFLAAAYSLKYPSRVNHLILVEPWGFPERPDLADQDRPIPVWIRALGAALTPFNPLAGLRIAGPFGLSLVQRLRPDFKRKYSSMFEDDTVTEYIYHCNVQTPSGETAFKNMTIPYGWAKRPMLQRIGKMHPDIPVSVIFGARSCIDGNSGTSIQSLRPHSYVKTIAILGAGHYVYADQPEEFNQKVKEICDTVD
MC4R barr agon: human MC4R agonism via beta-arrestin; P32245; U2OS MC4R beta-arrestin complementation, luminescence; percent of melanotan II response, DMSO zero; activation, % at 8.9 µM; 360,000 compounds, 0.98% hits; AID 540308;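 active = activation above a per-plate cutoff, the mean activation of sample wells on that plate plus 3 SD, cut at about 8% in these data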
m5-HT2A agonist: activates the mouse 5-HT2A serotonin receptor. CHO-K1 mHTR2A beta-arrestin complementation, luminescence; percent of 30 µM serotonin response. P35363. 360,000 compounds, 0.66% hits. activation, % at 7.6 µM;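 active = activation above a run cutoff, the mean activation of all tested compounds plus 3 SD, cut at about 14% in these data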;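 note: 0% = plate median of compound wells and 100% = 30 µM serotonin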
ABCB6 inh MLPCN: inhibitors of human ABC transporter ABCB6. fluorescence ratio to DMSO, % at 10 µM. Q9NP58. 360,000 compounds, 0.19% hits. AID 602162. K562-ABCB6 porphyrin accumulation, flow cytometry, 1 h; hits give low values;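 active = fluorescence ratio to DMSO below 75%, the collection mean minus 3 SD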;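 note: signal is porphyrin accumulated inside mitochondria; 100% equals median channel fluorescence of DMSO control wells; lower ratio means ABCB6 inhibition with less porphyrin fluorescence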
CaV13 FRET inh: Disruptors of the CACNA1D IQ motif to Ca2+-dependent inactivation inhibitor domain association, primary screening, Förster resonance energy transfer in intact living …; HEK cells, CFP/YFP FRET ICDI-IQ, plate reader, 10 min; percent FRET-ratio fall versus neutral wells; 340,000 compounds, 0.098% hits; inhibition, % at 12.3 µM;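 active = mean replicate inhibition of at least 30% and at least 1% of replicates passing that level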;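 note: 0% = median of the neutral control wells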
Exocytosis inh: lytic granule exocytosis inhibition; TALL-104 LAMP-1 surface exposure, flow cytometry; cells stimulated with thapsigargin and PMA; inhibition, % at 10 µM; 360,000 compounds, 0.66% hits; AID 651702;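 active = inhibition above about 55%, limit read from the data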
Glyco luc inh: N-linked glycosylation inhibition; 360,000 compounds, 0.23% hits; reporter increase, % at 12.5 µM; AID 588692; D54 ERlucT glycosylation luciferase reporter, 24 h; percent of 100 nM tunicamycin response;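 active = mean luciferase reporter signal, scaled so untreated is 0 and the glycosylation-blocking control 100, at or above a set limit in every replicate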;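 note: luciferase carries N-glycosylation sites so blocking glycosylation raises the light; 0% = median of neutral control wells and 100% = median of 100 nM tunicamycin wells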
Cardio protect: myocardial damage modulation in H9c2 cells; H9c2 cardiomyocytes, H2O2 injury protection, ATPLite, 2 h; protection from H2O2 cell death, % at 20 µM; 360,000 compounds, 0.63% hits;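 active = compounds giving at least 50% protection of heart cells from peroxide-induced death in the single-dose screen, raw or plate-pattern-corrected value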;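 note: 0% = DMSO wells with peroxide and 100% = DMSO wells without peroxide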
* = called active by the depositor; x = not tested or not shown.

Start of the data: the first 5 records, ahead of the listing:
SMILES	MC4R antag cAMP	PDI turbidity	ABHD5 PLIN5 PPI	MC4R barr agon	m5-HT2A agonist	ABCB6 inh MLPCN	CaV13 FRET inh	Exocytosis inh	Glyco luc inh	Cardio protect
CCN(C(=O)COC(=O)c1[nH]c(C)c(C(C)=O)c1C)C1CCS(=O)(=O)C1 (configuration not stated)	3	-3	0	-1.4	4	100	-5	0	3	17
CCN1C(=O)[C@H]2[C@@H](c3ccc(-c4ccccc4)c(OC)c3)N[C@@](Cc3ccccc3)(C(=O)OC)[C@H]2C1=O	19	-14	-9	1.1	-1	99	-10	-1	-4	19
O=C(CCOc1ccccc1)OCC(=O)c1cc2ccccc2o1	2	6	-3	0.5	5	100	x	-4	1	-4
Cc1ccc(NC(=O)c2ccc(OC(=O)c3cc4ccccc4o3)cc2)cc1	4	21	2	-2.8	1	89	-4	2	0	-5
OC(COCC1COc2ccccc2O1)CN1CCc2ccccc2C1 (configuration not stated)	5	-2	4	-0.7	2	97	x	2	0	6

The list itself, previewed entries included:
SMILES	MC4R antag cAMP	PDI turbidity	ABHD5 PLIN5 PPI	MC4R barr agon	m5-HT2A agonist	ABCB6 inh MLPCN	CaV13 FRET inh	Exocytosis inh	Glyco luc inh	Cardio protect
CCN(C(=O)COC(=O)c1[nH]c(C)c(C(C)=O)c1C)C1CCS(=O)(=O)C1 (configuration not stated)	3	-3	0	-1.4	4	100	-5	0	3	17
CCN1C(=O)[C@H]2[C@@H](c3ccc(-c4ccccc4)c(OC)c3)N[C@@](Cc3ccccc3)(C(=O)OC)[C@H]2C1=O	19	-14	-9	1.1	-1	99	-10	-1	-4	19
O=C(CCOc1ccccc1)OCC(=O)c1cc2ccccc2o1	2	6	-3	0.5	5	100	x	-4	1	-4
Cc1ccc(NC(=O)c2ccc(OC(=O)c3cc4ccccc4o3)cc2)cc1	4	21	2	-2.8	1	89	-4	2	0	-5
OC(COCC1COc2ccccc2O1)CN1CCc2ccccc2C1 (configuration not stated)	5	-2	4	-0.7	2	97	x	2	0	6
Cc1noc(NS(=O)(=O)c2ccc(NC(=O)c3cc(-c4ccccc4Cl)nc4ccccc34)cc2)c1C	1	0	2	-2.5	2	99	4	0	2	8
COc1ccc(CC(=O)OCN2C(=O)c3ccccc3C2=O)cc1OC	7	-3	4	-4.2	2	95	-5	-12	1	-1
N#Cc1ccccc1NC(=O)CSc1nnc(-c2ccccc2)n1-c1ccccc1	-1	-13	1	1.3	4	91	-4	-2	0	4
CC1CC(CC(=O)NC(=S)Nc2ccccc2Cl)C(=O)O1 (configuration not stated)	5	7	-9	0.5	0	99	-7	-2	-1	-4
CCOC(=O)C1(C)CCN1C(=O)c1ccc(OC)cc1 (configuration not stated)	-2	17	3	-2.0	1	99	-5	0	0	10
CSc1ncc(CN2CCc3c([nH]c4ccccc34)C2c2cccc(C)n2)cn1 (configuration not stated)	-3	2	6	1.0	-7	99	-2	-6	3	-10
CC(C)=CCC/C(C)=C/CC/C(C)=C/CC/C(C)=C/CC1=C(C)C(=O)c2ccccc2C1=O	3	-2	-8	1.6	1	98	-7	13	-1	-24
CCOC(=O)N1CCN(C(=O)CSc2nc(=O)n3ccc(C)cc3n2)CC1	2	3	-9	-1.0	-4	104	-6	-2	-1	2
Nn1c(SCc2nc3ccccc3[nH]2)nnc1-c1ccccc1	-2	-3	3	0.1	2	97	-6	-2	2	6
CSc1ncnc2c1ncn2CCCNCCc1ccccn1	11	5	1	-0.4	4	102	-3	-1	3	13

Brought forward from above: four compounds, then new ones.
SMILES	MC4R antag cAMP	PDI turbidity	ABHD5 PLIN5 PPI	MC4R barr agon	m5-HT2A agonist	ABCB6 inh MLPCN	CaV13 FRET inh	Exocytosis inh	Glyco luc inh	Cardio protect
CC(C)=CCC/C(C)=C/CC/C(C)=C/CC/C(C)=C/CC1=C(C)C(=O)c2ccccc2C1=O	3	-2	-8	1.6	1	98	-7	13	-1	-24
CCOC(=O)N1CCN(C(=O)CSc2nc(=O)n3ccc(C)cc3n2)CC1	2	3	-9	-1.0	-4	104	-6	-2	-1	2
Nn1c(SCc2nc3ccccc3[nH]2)nnc1-c1ccccc1	-2	-3	3	0.1	2	97	-6	-2	2	6
CSc1ncnc2c1ncn2CCCNCCc1ccccn1	11	5	1	-0.4	4	102	-3	-1	3	13
CCOC(=O)c1c(NC(=O)CNCCO)sc(C)c1C	-12	5	9	1.7	3	180	1	1	0	2
CC(C)CNS(=O)(=O)c1cc(C(=O)N2CC(C)OC(C)C2)c(Cl)cc1Cl (configuration not stated)	1	-13	-3	-0.5	10	98	-8	2	2	-3
CCOC(=O)c1c(NC2=NS(=O)(=O)c3ccccc32)sc2c1CCC(C)C2 (configuration not stated)	-1	19	-3	-2.8	-1	96	-5	-2	1	-13
COc1cc(NC(=NS(=O)(=O)c2ccccc2)c2ccccc2)ncn1	1	-4	-6	-3.6	-1	101	-6	4	-1	0
COc1cc(/C=N/NC(=S)Nc2cccc(Cl)c2C)ccc1OCC(=O)N1CC(C)OC(C)C1 (configuration not stated)	-4	7	3	-2.6	2	97	-4	2	1	55*
Cc1ccc(NC(=S)NC(=O)C2CCCC2)cc1C	0	-4	-8	-2.0	0	97	-5	32	-2	-14
Oc1ccccc1/C=N/n1c2ccccc2c2ccccc21	-4	-3	9	9.2*	16*	92	-7	0	-2	-5
CN1[C@@H]2CCC[C@H]1CC(NC(=O)c1nn(C)c3ccccc13)C2 (some centres not stated)	5	6	1	-0.6	7	100	-5	-2	0	10
CC(C)(C)NC(=O)C(c1ccccn1)N(C(=O)c1csnn1)C1CCCC1 (configuration not stated)	2	-5	0	-1.2	1	88	4	-4	0	7
CC1CCN(S(=O)(=O)c2ccc3c(ccn3CCC(=O)NC(C)C)c2)CC1	-9	-11	4	-2.2	-1	102	-4	6	1	0
CS(=O)(=O)N(CC(=O)NCCSc1ccccn1)c1cccc2ccccc12	10	-3	-1	-2.9	-3	97	-5	0	1	8
CCOC(=O)N1CCN(C(=O)c2ccc3c(SCC(=O)O)c4c(nc3c2)CCC4)CC1	3	x	-6	-1.2	3	101	6	-1	0	7
COc1ccc(-c2nc(CS(=O)CC(=O)N3CCCC3)c(C)o2)cc1 (configuration not stated)	11	x	2	2.1	-2	98	-11	-2	1	-3
COc1ccccc1C1C(C(C)=O)=C(O)C(=O)N1c1ccc(O)cc1 (configuration not stated)	12	-5	-23	0.6	0	99	-3	0	1	4
O=C(N/N=C/c1sc(N2CCCCC2)nc1-c1cccs1)c1cccnc1	-4	-1	-8	-1.2	-4	145	-188	1	-2	56*

Profiles, looked up by structure:
Shown for `Cc1ccc(NC(=S)NC(=O)C2CCCC2)cc1C` : MC4R antag cAMP = 0; PDI turbidity = -4; ABHD5 PLIN5 PPI = -8; MC4R barr agon = -2.0; m5-HT2A agonist = 0; ABCB6 inh MLPCN = 97; CaV13 FRET inh = -5; Exocytosis inh = 32; Glyco luc inh = -2; Cardio protect = -14
Shown for `CC(C)(C)NC(=O)C(c1ccccn1)N(C(=O)c1csnn1)C1CCCC1` (configuration not stated) : MC4R antag cAMP = 2; PDI turbidity = -5; ABHD5 PLIN5 PPI = 0; MC4R barr agon = -1.2; m5-HT2A agonist = 1; ABCB6 inh MLPCN = 88; CaV13 FRET inh = 4; Exocytosis inh = -4; Glyco luc inh = 0; Cardio protect = 7

The list continues.
SMILES	MC4R antag cAMP	PDI turbidity	ABHD5 PLIN5 PPI	MC4R barr agon	m5-HT2A agonist	ABCB6 inh MLPCN	CaV13 FRET inh	Exocytosis inh	Glyco luc inh	Cardio protect
O=C(c1ccc(Br)cc1)N1CCC(C(=O)N2CCN(Cc3ccccc3)CC2)CC1	16	-1	-6	-1.0	-1	97	-5	-2	-1	2
COc1ccc(OC)c(NC(=O)C(C)Oc2ccc(Br)cc2)c1 (configuration not stated)	20	2	-3	-0.3	-8	101	-4	-2	-3	-8
C=C(NC(C)=O)c1c(F)cccc1F	-1	-5	5	-1.3	0	94	-9	3	5	7
CC(=O)NCCCc1nc2ccccc2n1Cc1ccccc1F	4	-1	1	-0.5	0	99	-2	14	0	2
O=Cc1cc(N=Nc2ccccc2Cl)ccc1O	14	11	4	-2.0	-7	93	-17	62*	-1	30
O=C(Cn1cnc(S(=O)(=O)N2CCCCC2)c1)NCc1ccco1	6	1	3	-0.3	-2	99	x	1	-1	4
Cc1cc(N2C(=O)C(O)=C(C(=O)c3ccc(C)o3)C2c2ccc([N+](=O)[O-])cc2)no1 (configuration not stated)	7	0	-4	-4.9	-2	101	-14	-3	-2	5
COCC(C)Nc1ncnc2c1cnn2-c1ccc(Cl)cc1 (configuration not stated)	20	3	1	0.6	-1	100	-3	1	-12	-26
O=C(O)c1ccccc1SC1CC(=O)N(c2ccccc2)C1=O (configuration not stated)	-2	-2	14	1.8	3	97	-5	-1	1	6
CCOC(=O)c1ccc(N2C(=O)c3n[nH]c(C)c3C2c2ccc(OC)cc2OC)cc1 (configuration not stated)	9	2	-4	3.3	1	100	-5	2	-3	6
COc1ccccc1NC(=O)CSc1nnc(CNC(=O)COc2ccc(Cl)cc2)o1	9	2	0	-0.5	-3	92	-5	0	0	-6
CCC(=O)Nc1cccc(Oc2nc(C)cc(C)c2C#N)c1	5	-47	1	-0.1	5	92	-6	5	2	12
Cc1ccc(OCc2ccc(C(=O)N3CCCC3)o2)c([N+](=O)[O-])c1	13	-11	12	-1.8	-5	98	-3	9	3	-4
O=C(CSc1nnc(-c2cccs2)n1-c1cccc(Cl)c1)c1cccc2c1OCCO2	9	11	4	-1.5	7	91	-4	7	1	2
Cc1ccc(O)c(N=Nc2ccccc2)n1	-20	9	-7	-0.3	5	98	-5	-2	-2	-44
COc1cccc(Nc2nc(=O)[nH]nc2C)c1	1	4	-2	-2.0	-1	92	-2	-2	0	-5
Cn1cccc1/C=N/NC(=O)c1cccc(OC(F)(F)C(F)F)c1	5	-9	-3	-1.0	-5	99	-5	-1	1	-1
CCOC(=O)/C(C#N)=C\c1cc(C)n(-c2ccccc2)c1C	-4	-5	-6	-0.5	2	104	-4	21	-15	-14
O=C(O)c1ccc(-n2nnnc2SCc2cccc(Br)c2)cc1	25	-3	-1	-0.6	1	109	-19	2	1	4
CCc1nc2ccc(C(=O)N3CCN(C(=O)c4ccco4)CC3)cn2c1N(C)Cc1nccn1C	-3	-11	5	-0.7	4	95	-7	10	0	7
COc1ccc(NC(=O)CN(C)C(=O)CCCc2nc3ccccc3c(=O)[nH]2)cc1	-9	18	8	-0.5	8	93	-6	-3	0	31
Cc1cc(C(=O)N2CCCC(N3CCN(c4ccccc4C)CC3)C2)nc(C)n1 (configuration not stated)	12	23	-1	-2.6	-11	96	x	0	0	2
Cc1nn(S(=O)(=O)c2ccccc2)c(C)c1S(=O)(=O)N1CCC(C)CC1	12	2	5	-0.1	8	101	-5	-10	-1	5
CC1CCN(CCC(=O)N2CCCc3c2c(=O)oc2ccc(O)cc32)CC1	-5	-3	7	-0.2	-9	92	-5	-2	-7	0
